# High-throughput results from PubChem.
# ATG4B inh: inhibitors of human ATG4B cysteine protease. 340,000 tested, 0.51% active. ATG4B cleavage of LC3-PLA2, NBD-HPC fluorescence, 1 h. AID 504462. Q9Y4P1. inhibition, % at 8.33 µM; in the data active = inhibition above about 40%
# mIAP act: mouse IAP activation. muIAP, CDP-Star luminescence, 30 min; hits give high values; 1 = vehicle-only enzyme signal, 0 = enzyme-free wells. activation factor at 10 µM. 330,000 tested, 0.24% active;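 active = activation factor of at least 2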; also: the source names both 10 and 20 µM as test concentration; values of inactives mirror those of a sister screen read the other way
#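 Assay system: mouse IAP enzyme; reagent: chemiluminescent substrate CDP-Star; dosing: test compounds delivered from DMSO solution; schedule: 30 min at room temperature; measured by: luminescence from enzymatic CDP-Star hydrolysis; controls: DMSO-only wells and no-enzyme negative control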
# hIAP act: increases human intestinal alkaline phosphatase activity; AID 2524; activation factor at 10 µM; 330,000 tested, 0.16% active; purified human IAP, CDP-Star luminescence, 30 min; hits give high values; 1 = vehicle-only enzyme, 0 = enzyme-free background;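 active = activation factor of the enzyme at least 2-fold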; also: the source names both 10 and 20 µM as test concentration; values of inactives mirror those of a sister screen read the other way
# Target sequence (P09923 whole entry, looked up): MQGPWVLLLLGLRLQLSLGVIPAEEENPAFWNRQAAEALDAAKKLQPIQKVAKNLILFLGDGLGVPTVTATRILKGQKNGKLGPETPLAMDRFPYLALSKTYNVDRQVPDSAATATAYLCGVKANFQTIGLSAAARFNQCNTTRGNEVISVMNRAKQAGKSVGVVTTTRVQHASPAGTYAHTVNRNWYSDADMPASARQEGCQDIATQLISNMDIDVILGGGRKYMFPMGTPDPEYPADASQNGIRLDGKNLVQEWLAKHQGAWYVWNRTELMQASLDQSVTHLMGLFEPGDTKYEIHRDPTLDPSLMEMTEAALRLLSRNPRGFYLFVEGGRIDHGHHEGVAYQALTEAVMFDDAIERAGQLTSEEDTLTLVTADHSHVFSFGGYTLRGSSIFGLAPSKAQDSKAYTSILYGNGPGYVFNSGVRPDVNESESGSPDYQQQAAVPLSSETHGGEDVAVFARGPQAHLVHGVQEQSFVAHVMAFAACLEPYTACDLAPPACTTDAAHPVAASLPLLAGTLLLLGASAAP
# hIAP block: human IAP inhibition; inhibition, % at 10 µM; P09923; 330,000 tested, 0.12% active; purified IAP, CDP-Star luminescence, 30 min;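 active = inhibition reaching a set limit with compound at 10 µM in the primary screen, cut at about 35% in these data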;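 also: plate controls were DMSO wells with enzyme for no effect and no-enzyme buffer wells for full effect; values of inactives mirror those of a sister screen read the other way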
# HKDC1 inhibitor: blocks human hexokinase HKDC1 activity; Q2TB90; recombinant HKDC1, G6PDH/diaphorase resazurin coupled fluorescence; inhibition, % at 20 µM; 340,000 tested, 0.16% active;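 active = inhibition above about 35% when tested at 20 µM, limit read from the data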;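 also: plate controls were DMSO wells with enzyme for no effect and DMSO wells lacking enzyme for full effect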
#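 Assay system: in-house recombinant HK5 (HKDC1) enzyme. Input: HKDC1 at 5 µg/mL. Medium: Tris pH 8.0 buffer with MgCl2, Tween-20, BSA, BME. Dosing: single 20 µM dose. Schedule: 90 min reaction incubation at room temperature, dark. Signal: resazurin-to-resorufin fluorescence via G6PDH and diaphorase coupling, 525/613 nm. Controls: DMSO-enzyme wells negative, buffer-substituted wells positive.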
# mIAP inh: blocks mouse intestinal alkaline phosphatase. 330,000 tested, 0.2% active. AID 2806. inhibition, % at 10 µM. purified mouse IAP, CDP-Star luminescence, 30 min;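 active = inhibition of at least 40% at 10 µM in the primary screen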;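 also: plate controls were DMSO with enzyme for no effect and no enzyme wells for full effect; values of inactives mirror those of a sister screen read the other way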
# APOBEC3A inh: human APOBEC3A DNA deaminase inhibition; P31941; recombinant A3A, FAM/TAMRA ssDNA deamination fluorescence; inhibition, % at 20 µM; 330,000 tested, 0.41% active; AID 493011;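 active = at least 40% inhibition at 20 µM here, with at most 30% in a related deaminase screen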;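 also: plate controls were A3A with DMSO for no effect and wells lacking A3A enzyme for full effect; some results filed as inactive read as strong as hits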
# Target sequence (P31941 whole entry, looked up): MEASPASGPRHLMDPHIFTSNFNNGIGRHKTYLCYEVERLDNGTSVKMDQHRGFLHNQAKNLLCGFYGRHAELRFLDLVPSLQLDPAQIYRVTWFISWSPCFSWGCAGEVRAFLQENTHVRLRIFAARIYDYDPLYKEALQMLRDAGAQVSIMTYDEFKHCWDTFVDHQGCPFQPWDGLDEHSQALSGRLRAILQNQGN
# PfGluPho inh: PfG6PD (Plasmodium falciparum) enzyme inhibition. PfGluPho enzyme, NADPH resazurin-diaphorase fluorescence. inhibition, % at 20 µM. 350,000 tested, 0.78% active. AID 504690;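 active = inhibition reaching at least a set limit at 20 µM in the primary screen, cut at about 59% in these data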;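 also: 0% = DMSO wells with substrate and 100% = DMSO wells lacking glucose-6-phosphate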
# Active calls of the source: *; . = not tested or not shown. No enrichment for hits. Share with any hit: about 2.4%.
[1] CCOC(=O)CCCCCNC(=O)c1ccc(F)cc1F
[2] CCOc1ccc(S(=O)(=O)NCCCN2CCOCC2)c2ccccc12
[3] Cc1nc2ccc(NC(=O)NCCO)cc2s1
[4] COc1ccc(-c2nnc(NC(=O)C3CCCN3S(=O)(=O)c3cccs3)o2)cc1 (stereo not given)
[5] c1ccc(-n2c(-c3cccs3)nc3nc4ccccc4nc32)cc1
[6] Cc1ccc(C(=O)CNc2ccc(Br)cc2)cc1
[7] COC(=O)C(Cc1c[nH]c2ccccc12)NC(=O)c1cncc(Br)c1 (stereo not given)
[8] C=CCn1c(CNC(=O)CCC)nc2ccccc21

entry no.	1	2	3	4	5	6	7	8
ATG4B inh	3	-8	2	-8	3	6	-3	12
mIAP act	0.94	0.95	0.95	0.98	0.73	0.95	0.94	0.98
hIAP act	0.85	1.1	0.9	0.99	0.96	1	0.93	1
hIAP block	15	-9	10	1	4	-2	7	-2
HKDC1 inhibitor	5	1	-1	5	-4	-4	-8	4
mIAP inh	6	5	5	2	27	5	6	2
APOBEC3A inh	0	0	-2	-2	3	2	-3	3
PfGluPho inh	1	3	-7	26	7	-4	12	1

[9] Cc1c(Cl)cccc1NC(=O)Nc1ccn(C)n1
[10] Cc1nc(C)c(CC(=O)N2CCc3c([nH]c4ccccc34)C2c2ccccn2)s1 (stereo not given)
[11] CCOc1ccc(-c2nc(S(=O)(=O)c3ccccc3)c(N3CCOCC3)o2)cc1
[12] CC1(C(=O)Nc2cccc(C(F)(F)F)c2)CO1 (stereo not given)
[13] CCCCn1c(N)c(N(CCOC)C(=O)CSc2nnc(-c3ccc(C(C)(C)C)cc3)n2N)c(=O)[nH]c1=O
[14] O=C1Nc2ncccc2OC1CCO (stereo not given)
[15] COc1ccc(C)cc1-n1nnnc1SCC(=O)N1CCC(C(=O)Nc2nccs2)CC1
[16] Cc1ccc(NC2c3ncccc3C(=O)N2Cc2ccc(F)cc2)cc1 (stereo not given)

entry no.	9	10	11	12	13	14	15	16
ATG4B inh	-2	-5	3	.	9	-5	-4	0
mIAP act	1	0.96	0.96	0.91	1.1	0.98	0.98	0.94
hIAP act	1.1	0.85	0.99	0.9	1.1	1	1.1	0.97
hIAP block	-6	15	1	10	-6	-2	-11	3
HKDC1 inhibitor	-8	-7	-2	.	6	0	6	-2
mIAP inh	-2	4	4	9	-12	2	2	6
APOBEC3A inh	-3	-4	-3	-6	3	1	-1	-1
PfGluPho inh	-19	-9	-11	.	-8	-6	2	3

[17] CCc1ccc(S(=O)(=O)c2nnn3c2nc(NCCNC(C)=O)c2ccccc23)cc1
[18] O=C(c1ccc2snnc2c1)N1CCN(c2ccccn2)CC1
[19] Cc1ccc(CNS(=O)(=O)c2ccc3c(c2)CCN3C(=O)CCCC(=O)O)cc1
[20] CC1CCN(c2nc3ccccc3n2CC(=O)c2ccccc2)CC1
[21] Cn1c(SCC(=O)N2CCCC2)nnc1-c1cccs1
[22] COc1ccc(N2C(=S)NC3N2C(=S)NC3(C)c2ccccc2)cc1 (stereo not given)
[23] COc1ccc(C)cc1S(=O)(=O)N1CCN(c2cccc(C(F)(F)F)c2)CC1
[24] Cc1ccc(S(=O)(=O)CCC(=O)Nc2ccc(S(=O)(=O)N(C)C)cc2)cc1

entry no.	17	18	19	20	21	22	23	24
ATG4B inh	-19	0	-2	-8	-2	-18	-13	.
mIAP act	0.97	1	0.97	0.97	1	0.95	0.94	1.2
hIAP act	1	1.1	0.92	1.1	0.85	0.99	1	1.2
hIAP block	-4	-6	8	-8	15	1	-4	-21
HKDC1 inhibitor	-8	-2	-1	12	-8	8	3	.
mIAP inh	2	-2	3	3	-2	5	6	-18
APOBEC3A inh	2	-2	4	2	-2	0	-1	1
PfGluPho inh	-38	-9	-11	6	-8	18	23	.

[25] N#Cc1c(N)n(-c2ccc(O)cc2)c2nc3ccccc3nc12
[26] Cc1ccc(OCC(=O)NCc2ccccc2)c([N+](=O)[O-])n1
[27] C(=N\c1c(-c2ccccc2)nc2n1CCS2)/c1ccccc1
[28] CCn1c(CC(=O)Nc2ccccc2F)nnc1SCC(=O)NC1CCCC1
[29] COCCCNC(=O)C1CC(=O)N(C2CCCC2)C1 (stereo not given)
[30] Cc1cc(C)nc(NC2=NCCN2C(=S)Nc2ccc(C)c(C)c2)n1
[31] O=C(O)c1ccc2cccnc2n1
[32] O=C(c1ccc(F)cc1)n1ccc(-c2cnc(-c3ccccc3)s2)n1

entry no.	25	26	27	28	29	30	31	32
ATG4B inh	-8	1	-4	-12	-1	-2	-13	0
mIAP act	0.89	0.97	0.95	0.99	0.94	1.1	0.91	0.94
hIAP act	0.91	0.99	0.76	0.86	1.3	1	1	1
hIAP block	9	1	24	14	-32	-4	-2	-3
HKDC1 inhibitor	-2	2	-3	-4	-10	-3	2	-8
mIAP inh	11	3	5	1	6	-6	9	6
APOBEC3A inh	0	-3	-5	1	-4	-3	-1	-1
PfGluPho inh	15	-7	15	-4	5	-1	14	-6

[33] O=C(CN1C(=O)C(=O)N(Cc2ccccc2)C1=O)Nc1cc(Cl)cc(Cl)c1
[34] COc1ccc(CC(=O)Oc2ccc(C(C)(C)C)cc2)cc1S(=O)(=O)N1CCOCC1
[35] O=C(NCC1CC1)c1ccc2c3n(nc2c1)-c1ccc(Cl)cc1CO3
[36] CCOc1ncccc1C(=O)NNC(=O)c1ccc(NS(=O)(=O)c2cccs2)cc1
[37] OCCC1CN(Cc2cnn(-c3ccc(F)cc3)c2)CCN1Cc1ccsc1 (stereo not given)
[38] Fc1ccc(-c2ccc(/C=N\n3cnnc3)o2)cc1Cl
[39] CCOC(=O)/C(O)=C(\C#N)c1nc2ccccc2[nH]1
[40] COc1ccc(/C=N/Nc2cc(C)nc(N3CCOCC3)n2)cc1

entry no.	33	34	35	36	37	38	39	40
ATG4B inh	0	-7	-15	-1	-6	-2	3	4
mIAP act	1.1	0.97	0.96	0.96	0.97	0.97	1	1.1
hIAP act	1.1	0.85	0.88	1	0.87	0.75	0.9	1.1
hIAP block	-7	15	12	-1	13	25	10	-10
HKDC1 inhibitor	-2	2	-4	-2	-13	-2	-3	1
mIAP inh	-6	3	4	4	3	3	-1	-6
APOBEC3A inh	3	-3	-4	-3	0	0	-1	-4
PfGluPho inh	-33	13	17	-9	-2	5	-4	-4

[41] O=C(CN1C(=O)NC2(CCCC2)C1=O)OCCOc1ccccc1
[42] COC(=O)c1cc(OC)c(OC)cc1NC(=O)CCNC(=O)c1ccco1
[43] NC(=O)COC(=O)CC1CC2CCC1C2 (stereo not given)
[44] O=C(N/N=C/C(Br)=C/c1ccccc1)c1ccncc1
[45] CCOc1ccc(-c2nnn(CC(=O)Nc3cc(OC)cc(OC)c3)n2)cc1OCC
[46] Cc1cc(C)n2nc(C(=O)OCC(=O)Nc3ccc4c(c3)OC(F)(F)O4)nc2n1
[47] O=C(COC(=O)c1cccc(-n2cnnn2)c1)c1ccc(Br)cc1
[48] Cc1cc(C)cc(NC(=O)Cn2cc(C=O)c3ccccc32)c1

entry no.	41	42	43	44	45	46	47	48
ATG4B inh	-4	-6	-8	-6	7	-7	7	-3
mIAP act	0.97	0.97	1.1	1.1	1.3	0.94	0.88	1.3
hIAP act	0.94	0.9	0.91	1.3	1	0.95	0.91	1.1
hIAP block	6	10	9	-26	0	5	9	-14
HKDC1 inhibitor	-4	2	-10	3	-12	-7	0	0
mIAP inh	3	3	-11	-9	-29	6	12	-30
APOBEC3A inh	-1	0	-1	2	-4	-4	0	-5
PfGluPho inh	3	-5	0	5	-11	-8	1	-5

[49] COc1ccc(C(=O)C2CCN(C(=O)c3ccc(C)cc3)CC2)cc1
[50] O=C(COC(=O)Cc1ccc(Br)cc1)Nc1c(F)c(F)c(F)c(F)c1F
[51] COc1cccc(CN2CCN(c3nc4nonc4nc3N3CCCCC3)CC2=O)c1
[52] Cc1cccc(NC(=O)CCCN2C(=S)NC(C)(C)CC2C)c1C (stereo not given)
[53] O=C(OCC(=O)c1c[nH]c2ccccc12)c1cccc(O)c1
[54] CCOC(=O)CNC(=O)C(CC(C)C)NC(=O)C1CCCCC1 (stereo not given)
[55] CC(OC(=O)c1cc(S(=O)(=O)N2CCOCC2)ccc1F)C(=O)NC1CCCCC1C (stereo not given)
[56] CCOc1ccc(S(=O)(=O)N2CCN(C(=O)c3cc([N+](=O)[O-])ccc3N3CCOCC3)CC2)cc1
[57] O=C(Nc1ccccc1)OCCCCCOC(=O)Nc1ccccc1
[58] CCOC(=O)c1nnn(-c2nonc2N)c1CN(CC)CC
[59] CN(C(=O)CN1C(=O)NC(c2ccccc2)(c2ccccc2)C1=O)C1CCS(=O)(=O)C1 (stereo not given)

entry no.	49	50	51	52	53	54	55	56	57	58	59
ATG4B inh	-5	8	-7	-7	13	-16	3	1	-6	2	3
mIAP act	1	1.1	1	0.94	1.1	1.1	0.9	0.81	1.1	1	0.96
hIAP act	1.1	1.2	1.1	1.1	0.99	0.91	0.87	0.84	1.2	1.2	0.94
hIAP block	-8	-19	-9	-12	1	9	13	16	-21	-18	6
HKDC1 inhibitor	0	-6	-3	-4	19	2	-7	-3	-3	-9	1
mIAP inh	-2	-11	-4	6	-8	-12	10	19	-7	-1	4
APOBEC3A inh	1	-5	6	-2	5	-5	4	21	-7	-21	1
PfGluPho inh	-23	6	7	-4	19	8	-8	13	-2	-3	-11

# In the list so far, these contain an aryl methoxy group.
[4] COc1ccc(-c2nnc(NC(=O)C3CCCN3S(=O)(=O)c3cccs3)o2)cc1 (stereo not given)
[15] COc1ccc(C)cc1-n1nnnc1SCC(=O)N1CCC(C(=O)Nc2nccs2)CC1
[22] COc1ccc(N2C(=S)NC3N2C(=S)NC3(C)c2ccccc2)cc1 (stereo not given)
[23] COc1ccc(C)cc1S(=O)(=O)N1CCN(c2cccc(C(F)(F)F)c2)CC1
[34] COc1ccc(CC(=O)Oc2ccc(C(C)(C)C)cc2)cc1S(=O)(=O)N1CCOCC1
[40] COc1ccc(/C=N/Nc2cc(C)nc(N3CCOCC3)n2)cc1
[42] COC(=O)c1cc(OC)c(OC)cc1NC(=O)CCNC(=O)c1ccco1
[45] CCOc1ccc(-c2nnn(CC(=O)Nc3cc(OC)cc(OC)c3)n2)cc1OCC
[49] COc1ccc(C(=O)C2CCN(C(=O)c3ccc(C)cc3)CC2)cc1
[51] COc1cccc(CN2CCN(c3nc4nonc4nc3N3CCCCC3)CC2=O)c1

entry no.	4	15	22	23	34	40	42	45	49	51
ATG4B inh	-8	-4	-18	-13	-7	4	-6	7	-5	-7
mIAP act	0.98	0.98	0.95	0.94	0.97	1.1	0.97	1.3	1	1
hIAP act	0.99	1.1	0.99	1	0.85	1.1	0.9	1	1.1	1.1
hIAP block	1	-11	1	-4	15	-10	10	0	-8	-9
HKDC1 inhibitor	5	6	8	3	2	1	2	-12	0	-3
mIAP inh	2	2	5	6	3	-6	3	-29	-2	-4
APOBEC3A inh	-2	-1	0	-1	-3	-4	0	-4	1	6
PfGluPho inh	26	2	18	23	13	-4	-5	-11	-23	7
